# From PubChem
# PglD inh = PglD (C. jejuni) enzyme inhibition | purified PglD enzyme, DTNB colorimetric CoA detection | 360,000 compounds, 0.098% hits | AID 602405 | inhibition, % at 12.5 µM; in the data active = inhibition above about 16%, passing the limit was not always enough; inconclusive = no clear call, values can overlap the other calls; note: strong numbers were not always called active
# S100A4 inh HTS = S100A4-myosin IIA interaction inhibition; S100A4/TAMRA-MyoIIA peptide fluorescence polarization; inhibition, % at 10.7 µM; 360,000 compounds, 0.14% hits; AID 652163;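 active = mean inhibition of at least 70% across replicates, with every replicate also reaching that level; inconclusive = mean inhibition reaches 70% but some replicates fall short; inactive = mean inhibition below 70%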
# Target sequence (P26447 whole entry, looked up): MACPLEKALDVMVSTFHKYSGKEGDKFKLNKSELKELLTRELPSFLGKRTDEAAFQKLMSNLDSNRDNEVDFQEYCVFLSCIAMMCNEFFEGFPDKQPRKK
#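 System – human S100A4 monomer protein, biochemical binding assay · Buffer or medium – Calcium-containing HEPES buffer, pH 7.2 · Timing – 5 min between mix addition and reading · Also added – TAMRA-labelled myosin IIA heavy-chain peptide probe, 5 nM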
# FN deposit inh = fibronectin deposition inhibition; inhibition, % at 12.6 µM; 350,000 compounds, 0.086% hits; AH1F fibroblasts, Alexa488-fibronectin deposition fluorescence, overnight;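 active = mean inhibition across replicates of 30% or more, regardless of how many single replicates reach that level; inconclusive = mean under 30% yet at least half of replicates reach 30%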;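 note: positive control wells lacked labelled fibronectin entirely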
#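 Material: AH1F fibroblast monolayer depositing Alexa488-labelled fibronectin into matrix / Amount: 10000 AH1F cells per well / Signal: fluorescence 485/525 nm / Medium: DMEM, 2% serum / Compound: single dose, pinned / Incubation: 1 h cell adhesion before compound, then overnight fibronectin incubation / Reagent: Alexa488-FN, 24 nM final / Read-out: inhibition of fibronectin deposition signal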
# PAX8 reporter = PAX8 transcriptional activity inhibition. RMG-I TPO-luciferase reporter, SteadyGlo, 24 h. 360,000 compounds, 1.2% hits. inhibition, % at 12.6 µM;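 active = mean replicate inhibition at least 60% with every replicate also reaching 60%; inconclusive = only one of the two criteria is met; inactive = mean below 60% and not all replicates reaching 60%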;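 note: luciferase light reporting Pax8 driven TPO promoter activity; plate controls were median of neutral control wells for no effect and mitoxantrone controls for full effect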
# EWS-Fli block = EWS/Fli transcriptional activity inhibition; inhibition, % at 12.6 µM; A673 NR0B1-luciferase reporter, viability-normalised; 350,000 compounds, 0.67% hits; AID 651661;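 active = mean inhibition of at least 50% after viability correction, with every replicate also passing that limit; inconclusive = mean reaches 50% but only one of two replicates passes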;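 note: firefly luciferase signal divided by Alamar Blue viability fluorescence both relative to DMSO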
# ERAP1 inh = inhibitors of human ERAP1 aminopeptidase | Q9NZ08 | recombinant ERAP1, Leu-AMC fluorescence, 60 min | inhibition, % at 10.7 µM | 340,000 compounds, 0.15% hits | AID 652197;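 active = mean replicate inhibition of at least 30%, or all replicates individually reaching that 30% level; inactive = mean below 30% and not every replicate reaching it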;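 note: 0% = neutral control wells and 100% = L-leucinethiol positive control wells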
# Target sequence (Q9NZ08 whole entry, looked up): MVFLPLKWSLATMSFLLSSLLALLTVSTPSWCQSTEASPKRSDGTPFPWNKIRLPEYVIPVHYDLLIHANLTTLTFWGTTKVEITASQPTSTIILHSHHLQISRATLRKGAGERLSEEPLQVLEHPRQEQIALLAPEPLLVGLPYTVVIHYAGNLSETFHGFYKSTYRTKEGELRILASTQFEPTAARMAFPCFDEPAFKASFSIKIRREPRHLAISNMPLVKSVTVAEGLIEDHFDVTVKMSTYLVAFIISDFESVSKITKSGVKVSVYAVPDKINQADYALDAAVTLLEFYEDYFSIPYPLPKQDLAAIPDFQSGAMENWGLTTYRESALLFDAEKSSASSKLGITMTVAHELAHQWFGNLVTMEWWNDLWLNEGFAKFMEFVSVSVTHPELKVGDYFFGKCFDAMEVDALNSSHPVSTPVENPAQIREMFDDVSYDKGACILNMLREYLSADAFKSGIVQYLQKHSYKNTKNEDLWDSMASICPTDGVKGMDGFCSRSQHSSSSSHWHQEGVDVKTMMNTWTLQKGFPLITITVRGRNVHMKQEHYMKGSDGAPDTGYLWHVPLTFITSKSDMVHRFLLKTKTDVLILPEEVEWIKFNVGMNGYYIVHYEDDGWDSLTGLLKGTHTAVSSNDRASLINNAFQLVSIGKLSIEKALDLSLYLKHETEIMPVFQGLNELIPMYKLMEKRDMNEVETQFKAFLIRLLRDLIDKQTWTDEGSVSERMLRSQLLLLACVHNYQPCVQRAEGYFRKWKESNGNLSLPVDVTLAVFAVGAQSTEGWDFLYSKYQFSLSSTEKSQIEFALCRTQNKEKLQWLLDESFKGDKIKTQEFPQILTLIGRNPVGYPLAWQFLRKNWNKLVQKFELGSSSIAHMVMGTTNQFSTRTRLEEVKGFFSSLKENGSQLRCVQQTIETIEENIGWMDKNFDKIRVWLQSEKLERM
# LGR2 inh = inhibitors of bursicon-induced Drosophila LGR2 receptor cAMP signaling; HEK293 LGR2, CRE-luciferase, bursicon-stimulated, 4 h; inhibition, % at 9.99 µM; 380,000 compounds, 0.35% hits;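 active = drop in luminescence signal, shown as inhibition above about 50% in the replicate tests, limit read from the data, passing the limit was not always enough; inconclusive = probably only some replicates passing the limit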;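 note: agonist challenge used bursicon conditioned medium at about half maximal strength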
# PGC1a acetyl inh = PGC1a acetylation modulation, inhibitor mode | U2OS PGC1a acetylation, AlphaScreen anti-acetyl-lysine; with virally co-expressed GCN5 acetyltransferase | inhibition, % at 15.6 µM | 350,000 compounds, 0.17% hits | AID 651687;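 active = every replicate shows inhibition of at least 40%; inconclusive = mean inhibition at least 40% but some replicate below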;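 note: 0% = neutral control wells and 100% = positive control wells; some results beyond the cut were filed as inactive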
# Starred values were filed as active, the others as inactive; u = inconclusive; x = not tested or not shown.
SMILES,PglD inh,S100A4 inh HTS,FN deposit inh,PAX8 reporter,EWS-Fli block,ERAP1 inh,LGR2 inh,PGC1a acetyl inh
O=C(NC(=S)NCC1CCCO1)c1cccc([N+](=O)[O-])c1 (stereo not given),1,x,-4,-23,x,x,22,48
CC(C)NC(=O)c1cc(-c2ccc3c(c2)OCO3)on1,7,16,-11,-64,-12,0,-27,3
CCOc1c2ccc(C(=O)N[C@H](C)C3CCCCC3)cc2nn1CCOC,-4,0,-2,2,18,16,13,12
CCOc1ccc(N)c(SSc2cc(OCC)ccc2N)c1,3,-4,-5,-62,-35,38*,-9,x
CC1=N/C(=C\c2ccc3c(c2)OCO3)C(=O)N1c1ccc(C(=O)O)cc1,12,x,4,-1,x,x,-16,-12
C[C@H]1COC(=O)CC/C=C\C[C@H](CC(=O)N(CCO)Cc2ccccc2)C(=O)N1,-1,0,9,-7,-4,19,-7,x
O=C(/C=C/c1ccccc1)Nc1cccc(C(=O)NCc2ccccc2)c1,x,3,x,-34,-33,14,-4,x
Cc1cs/c(=N\N=C\c2cccc([N+](=O)[O-])c2)n1Cc1ccco1,x,-2,-3,-44,-30,8,-14,x
COc1cccc(S(=O)(=O)N[C@@H]2CC[C@H](CC(=O)NCc3ccccc3)O[C@@H]2CO)c1,2,-2,x,2,1,-1,-4,1
C[C@@H]1CCCCO[C@@H](CN(C)C(=O)C2CCCCC2)[C@H](C)CN([C@H](C)CO)C(=O)c2cc(NC(=O)Nc3cccc4ccccc34)ccc2O1,4,-22,x,25,17,-2,9,-5
COc1ccc(CN2CCC(CO)(CCOc3ccccc3)CC2)cc1C,-2,1,-5,-11,12,-4,7,1
Cc1csc(NC(=O)CN2CCCCCC2)n1,-1,-1,x,x,-6,-1,-15,2
COc1ccccc1C(=O)NCC[N+](C)(C)C,x,-3,1,-16,-4,x,4,x
N#Cc1ccc(S(=O)(=O)N2CCc3[nH]c4ccc(F)cc4c3C2)cc1,7,0,4,-2,1,-4,14,6
CC(C)c1ccc(C2c3[nH]c4ccccc4c3C[C@H]3C(=O)N(c4ccccc4C(=O)N4CCC[C@@H]4C(=O)O)C(=O)N23)cc1 (stereo not given in full),1,-1,x,x,-4,8,-12,12

# ERAP1 inh: entries above that show a hit
canonical_smiles	PglD inh	S100A4 inh HTS	ERAP1 inh	LGR2 inh	PGC1a acetyl inh
CCOc1ccc(N)c(SSc2cc(OCC)ccc2N)c1	3	-4	38*	-9	x

# (further entries)
SMILES,PglD inh,S100A4 inh HTS,FN deposit inh,PAX8 reporter,EWS-Fli block,ERAP1 inh,LGR2 inh,PGC1a acetyl inh
C[C@H]1CN([C@@H](C)CO)C(=O)c2cc(NC(=O)C3CC3)ccc2O[C@H]1CN(C)CC1CC1,-7,-5,x,4,-3,-2,5,x
S=c1[nH]nc(-c2ccccc2)n1/N=C/c1cccs1,4,2,x,x,x,0,0,3
CC(=O)Nc1ccc(Sc2ccccc2C(=O)O)cn1,-5,-5,-6,4,10,2,13,6
COc1cc(NC(=O)CN2C(=O)c3ccccc3S2(=O)=O)c(OC)cc1Cl,-4,x,-1,-4,x,x,x,6
CCOC(=O)C(NC(=O)CC)(Nc1ccc(S(N)(=O)=O)cc1)C(F)(F)F (stereo not given),4,2,6,-3,5,0,14,-5
COc1ccc(NCC(=O)N2CCCC2)cc1Cl,x,-2,-5,-30,0,0,-21,x
Cc1cc(C(=O)O)cc(S(=O)(=O)Nc2ccccc2C(=O)NC(C)c2ccccc2)c1C (stereo not given),-2,4,1,8,x,-5,13,x
CCOC(=O)c1cnc2ccccc2c1NCCO,-2,-10,7,x,x,x,x,-17
CC1(C(=O)NS(=O)(=O)c2cccc(OC(F)F)c2)CCN1C(=O)c1cccc(F)c1 (stereo not given),-3,-2,-1,-10,-7,-4,6,6
COC(=O)c1c(NC(=O)c2ccco2)sc(C)c1C,1,x,8,11,x,x,x,-8
C/C=C/c1cnc2c(c1)C(=O)N([C@H](C)CO)C[C@@H](C)[C@@H](CN(C)C(=O)c1cccc(F)c1)O2,2,32,9,-7,-8,1,9,3
CCOc1ccccc1-n1nnnc1SCC(=O)N1CCCC1=O,6,40,-8,9,0,8,-25,-2
C[C@H]1CN([C@@H](C)CO)C(=O)c2cccc(NC(=O)C3CC3)c2O[C@@H]1CN(C)C(=O)Nc1cccc2ccccc12,4,2,x,-3,2,-4,10,x
N#Cc1ccc(CSc2nnc3[nH]c(=O)cc(N)n23)cc1,x,0,x,8,-11,-6,-15,-4
COc1ccc(NC(=O)Nc2ccc3c(c2)C(=O)N([C@@H](C)CO)C[C@@H](C)[C@H](CN(C)C(=O)Nc2cccc4ccccc24)OCCCC[C@@H](C)O3)cc1,0,2,-3,6,-5,2,4,-16

# Reformatted as labelled records: entries from further up
S=c1[nH]nc(-c2ccccc2)n1/N=C/c1cccs1
  PglD inh: 4
  S100A4 inh HTS: 2
  FN deposit inh: x
  PAX8 reporter: x
  EWS-Fli block: x
  ERAP1 inh: 0
  LGR2 inh: 0
  PGC1a acetyl inh: 3

CC(=O)Nc1ccc(Sc2ccccc2C(=O)O)cn1
  PglD inh: -5
  S100A4 inh HTS: -5
  FN deposit inh: -6
  PAX8 reporter: 4
  EWS-Fli block: 10
  ERAP1 inh: 2
  LGR2 inh: 13
  PGC1a acetyl inh: 6

COc1cc(NC(=O)CN2C(=O)c3ccccc3S2(=O)=O)c(OC)cc1Cl
  PglD inh: -4
  S100A4 inh HTS: x
  FN deposit inh: -1
  PAX8 reporter: -4
  EWS-Fli block: x
  ERAP1 inh: x
  LGR2 inh: x
  PGC1a acetyl inh: 6

CCOC(=O)C(NC(=O)CC)(Nc1ccc(S(N)(=O)=O)cc1)C(F)(F)F (stereo not given)
  PglD inh: 4
  S100A4 inh HTS: 2
  FN deposit inh: 6
  PAX8 reporter: -3
  EWS-Fli block: 5
  ERAP1 inh: 0
  LGR2 inh: 14
  PGC1a acetyl inh: -5

# (more compounds)
SMILES,PglD inh,S100A4 inh HTS,FN deposit inh,PAX8 reporter,EWS-Fli block,ERAP1 inh,LGR2 inh,PGC1a acetyl inh
COCC(=O)N1[C@H](C(=O)NCc2ccccc2F)[C@@H](CO)[C@@H]2Cn3c(cccc3=O)[C@@H]21,-1,-5,x,4,3,0,-1,x
CN(C)S(=O)(=O)c1cccc(NC(=S)N2CCc3ccccc32)c1,x,10,-3,7,2,-3,13,x
COCCNC(=O)C(c1ccc(C)cc1)N(C(=O)CCC(=O)Nc1ccccn1)c1ccccc1C (stereo not given),3,1,3,5,4,-7,-15,4
CCn1c(C)cc(C(=O)CSc2nnc(C3CC3)n2C2CC2)c1C,1,-8,13,-13,3,1,0,-3
COc1cccc(COC(=O)C2CCN(C(=O)c3ccc(F)cc3)CC2)c1OC,2,-6,1,-10,-12,0,-5,3
CO[C@@H]1CN(C)C(=O)c2ccc(NC(=O)C3CC3)cc2OC[C@@H](C)N(Cc2cncnc2)C[C@@H]1C,x,x,-5,x,-4,x,15,13
O=C(NCCc1ccc(Cl)cc1)C12CC3CC(CC(O)(C3)C1)C2,-4,-2,1,-4,-12,-2,16,x
CC1C(=O)CC(c2ccc([N+](=O)[O-])cc2)NC1c1ccc([N+](=O)[O-])cc1 (stereo not given),-3,2,12,36,15,-2,-4,3
O=C(C[C@H]1C[C@H]2c3cc(NC(=O)C4CCOCC4)ccc3O[C@H]2[C@@H](CO)O1)NCCc1ccccc1,0,-1,5,-13,9,0,-5,1
Cc1cc(C(=O)OCC(=O)N2CC(C)OC(C)C2)c(C)n1-c1ccccc1 (stereo not given),-2,-3,-15,13,-8,3,3,2
O=C(/C=C/c1cccc(Cl)c1)NNC(=O)c1ccncc1,-4,1,-3,4,11,3,5,x
Cc1ccc(S(=O)(=O)Nc2ccncc2)c(C)c1,1,2,-2,-19,5,2,-4,x
Cn1c(SCC(=O)Nc2ccccc2)nc(O)cc1=O,-2,4,x,x,-1,3,-7,-7
COc1ccccc1CCC(=O)OCC(=O)Nc1cccc(S(=O)(=O)N2CCOCC2)c1,-1,12,2,-12,-3,4,8,6
O=C(O)CCn1c2ccccc2c2nc3ccccc3nc21,-7,5,1,25,4,-1,-14,4

# Four entries out of the list, sorted by molecular weight, low to high.
SMILES,PglD inh,S100A4 inh HTS,FN deposit inh,PAX8 reporter,EWS-Fli block,ERAP1 inh,LGR2 inh,PGC1a acetyl inh
CC(=O)Nc1ccc(Sc2ccccc2C(=O)O)cn1,-5,-5,-6,4,10,2,13,6
CCn1c(C)cc(C(=O)CSc2nnc(C3CC3)n2C2CC2)c1C,1,-8,13,-13,3,1,0,-3
COCC(=O)N1[C@H](C(=O)NCc2ccccc2F)[C@@H](CO)[C@@H]2Cn3c(cccc3=O)[C@@H]21,-1,-5,x,4,3,0,-1,x
C/C=C/c1cnc2c(c1)C(=O)N([C@H](C)CO)C[C@@H](C)[C@@H](CN(C)C(=O)c1cccc(F)c1)O2,2,32,9,-7,-8,1,9,3

# New compounds follow.
SMILES,PglD inh,S100A4 inh HTS,FN deposit inh,PAX8 reporter,EWS-Fli block,ERAP1 inh,LGR2 inh,PGC1a acetyl inh
Cc1cc(C)n(CCNCc2c(C(=O)N3C[C@@H](C)O[C@@H](C)C3)nc3ccc(Cl)cn23)n1,10,0,-10,8,0,7,-4,x
O=c1[nH]n(-c2ccccn2)c(=O)c2ccccc12,-1,x,-7,9,x,x,x,-1
Cc1ccc(/C=C/C(=O)O)cc1S(=O)(=O)NCc1ccco1,-1,-17,0,7,7,-4,12,11
CCN(CC)S(=O)(=O)c1cc(C(=O)Nc2ccccc2C(=O)O)ccc1OC,-6,-4,x,x,2,-1,-19,7
COc1ccc(CCNC(=O)C2CCCN2C(=O)Nc2ccccc2)cc1OC (stereo not given),-6,-1,-4,19,7,0,30,x
CC(C)NC(=O)N(C)C[C@H]1Oc2ccc(NC(=O)Nc3ccc(F)cc3)cc2C(=O)N([C@H](C)CO)C[C@H]1C,11,u,x,2,13,1,-3,8
CC(C)NC(=O)N(C)C[C@H]1Oc2c(NC(=O)c3ccncc3)cccc2C(=O)N([C@H](C)CO)C[C@H]1C,0,-5,-1,-5,-2,-1,-16,3
C=CCN(C(=O)CCC(=O)Nc1cc(C)on1)C(C(=O)NC1CCCC1)c1ccc(Cl)cc1 (stereo not given),-2,1,1,19,8,0,13,x
CC(=O)N=c1sc2nc3ccccc3nc2n1N(C(C)=O)C(C)=O,-4,x,0,19,x,x,x,1
O=C(Cc1cccnc1)N1CC(=O)N2[C@@H](CO)[C@H](c3ccc(C#CC4CCCCC4)cc3)[C@@H]2C1,x,-4,10,6,-13,2,14,-11
CC(C)(C)NNC(=S)Nc1ccc(S(=O)(=O)N2CCOCC2)cc1,x,0,-9,10,9,-2,0,-14
COCCNC(=O)C1(C)Cc2c(-c3ccc(N(C)C)cc3)ccnc2O1 (stereo not given),-2,-1,-1,30,8,-2,-1,x
C[C@@H]1CN([C@@H](C)CO)C(=O)c2cccc(NC(=O)c3nc4ccccc4s3)c2O[C@@H]1CN(C)Cc1ccc(-c2ccccc2)cc1,1,-13,x,x,1,2,-3,35
C[C@H]1CN([C@@H](C)CO)C(=O)c2cccc(NS(C)(=O)=O)c2O[C@@H]1CN(C)Cc1ccc2c(c1)OCO2,1,0,x,1,x,-1,-9,-2
CS(=O)(=O)Nc1ccc2c(c1)[C@H]1C[C@H](CC(=O)N3CCCCC3)O[C@H](CO)[C@H]1O2,1,x,5,-13,-1,x,-13,-7
